CatS block = inhibitors of human cathepsin S, biochemical, compound mixtures; P25774; recombinant cathepsin S, AMC dipeptide fluorescence, pooled mixtures; inhibition, %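 (tested at 5 µM per compound within 10-compound mixtures)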; actives 0.06% (n = 62,000); in the data active = inhibition above about 32%, passing the limit was not always enough; inconclusive = no clear call, values can overlap the other calls;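 note: 0% = enzyme without compound and 100% = blank without enzyme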
Target sequence (P25774 115-331 limits assumed): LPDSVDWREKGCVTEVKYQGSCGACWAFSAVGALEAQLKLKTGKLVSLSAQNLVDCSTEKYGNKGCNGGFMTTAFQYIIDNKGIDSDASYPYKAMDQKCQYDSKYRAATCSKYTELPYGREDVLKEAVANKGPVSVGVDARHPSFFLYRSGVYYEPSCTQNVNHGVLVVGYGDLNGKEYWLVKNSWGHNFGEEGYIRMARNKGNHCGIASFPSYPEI
CatL inh = inhibitors of human cathepsin L, biochemical. inhibition, %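 (tested at 10 µM)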. Procathepsin L (Homo sapiens), P07711. purified cathepsin L, fluorogenic substrate, fluorescence. actives 0.17% (n = 58,000); in the data active = inhibition above about 45%;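 note: 0% = enzyme with no compound and 100% = no enzyme blank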
Target sequence (P07711 114-288 limits assumed): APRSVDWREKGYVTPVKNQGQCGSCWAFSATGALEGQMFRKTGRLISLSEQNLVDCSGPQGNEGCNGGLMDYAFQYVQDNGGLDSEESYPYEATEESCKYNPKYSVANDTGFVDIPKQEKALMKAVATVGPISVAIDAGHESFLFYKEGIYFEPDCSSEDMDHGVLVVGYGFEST
Target sequence (P07711 292-333 limits assumed): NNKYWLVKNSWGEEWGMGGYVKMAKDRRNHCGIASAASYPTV
FXIIa mix inh = human factor XIIa inhibitors, primary screen, biochemical, pooled compound mixtures, fluorogenic substrate; purified FXIIa; inhibition, % at 5 µM; AID 684, 2007; Coagulation factor XII (Homo sapiens), P00748; actives 0.2% (n = 62,000);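 note: 0% = enzyme without compound and 100% = no enzyme blank; some results filed as inactive read as strong as hits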
CatB inh = human cathepsin B inhibitors, primary screen, biochemical, fluorogenic substrate; P07858; purified cathepsin B, fluorescence; inhibition, %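 (tested at 10 µM)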; actives 0.1% (n = 63,000); AID 453, 2006; in the data active = inhibition above about 21%;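 note: 0% = enzyme with no compound and 100% = no enzyme blank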
AP ELISA ortho = alternative complement pathway inhibitors, primary screen, biochemical, ELISA, human serum, orthogonally pooled compounds; LPS-coated ELISA, C3 deposition; tested in compound mixtures; inhibition, % at 5 µM; actives 0.08% (n = 62,000); AID 1235, 2008;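 active = inhibition above 30% in each of the two pooled mixtures holding the compound, so the lower value exceeds 30%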;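 note: 0% = serum in Mg-EGTA without compound and 100% = EDTA serum blank; some compounds past the cut are filed as inactive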
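Test system: human serum complement alternative pathway, C3 deposition onto LPS / Medium: Mg2+-EGTA GVB++ buffer containing human serum at 1:15 dilution / Probe or stimulus: Plate-bound LPS / Times: 1 h at 37 °C / Signal: ELISA with HRP anti-human C3 antibody, TMB substrate, absorbance 450 nm / Measure: percent inhibition / Repeats: two pool placements per compound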
CatG inh = human cathepsin G inhibitors, primary screen, biochemical, pooled compound mixtures, AMC fluorescence | P08311 | purified enzyme, AMC-tetrapeptide fluorescence | inhibition, % at 5 µM (by protocol) | actives 0.2% (n = 62,000) | AID 581, 2007;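 active = inhibition above 20% in each of the two mixture wells holding the compound; inactive = inhibition of 20% or less in either well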;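 note: 0% = enzyme control without mixture and 100% = blank lacking enzyme; strong numbers were not always called active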
Target sequence (P08311 21-244 limits assumed): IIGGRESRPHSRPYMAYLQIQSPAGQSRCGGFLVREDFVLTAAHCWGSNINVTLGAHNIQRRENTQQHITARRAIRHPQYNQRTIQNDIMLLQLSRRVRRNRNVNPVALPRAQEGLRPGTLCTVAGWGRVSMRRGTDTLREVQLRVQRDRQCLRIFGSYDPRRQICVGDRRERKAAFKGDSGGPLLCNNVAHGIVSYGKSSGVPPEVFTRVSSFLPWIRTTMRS
FXIa mix inh = FXIa protease inhibitors in compound pools, primary screen, biochemical, 10-compound mixtures; purified FXIa, fluorogenic substrate, pooled mixtures; inhibition, % at 5 µM; actives 0.19% (n = 62,000);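 note: each value is inhibition by a whole ten-compound pool holding the compound; 0% = enzyme with no mixture and 100% = wells lacking enzyme; strong numbers were not always called active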
CatB mix inh = cathepsin B inhibitors from pooled compounds, primary screen, biochemical, compound mixtures, AMC fluorescence. P07858. Purified cathepsin B, AMC dipeptide fluorescence. inhibition, %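 (ten-compound pools at 5 µM per compound and 50 µM total)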. actives 0.06% (n = 62,000). AID 488, 2006; in the data active = inhibition above about 22%, passing the limit was not always enough; inconclusive = no clear call, values can overlap the other calls;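 note: 0% = enzyme without compound and 100% = no enzyme blank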
C1s inh = complement C1s protease inhibitors, primary screen, biochemical, 10-compound mixtures; mean inhibition % of two 10-compound mixtures (stronger effect = higher value), % at 5 µM (by protocol); purified C1s, fluorogenic AMC substrate, pooled mixtures; actives 0.16% (n = 62,000);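 active = inhibition above 20% in each of the two 10-compound mixture wells holding the compound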;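 note: 0% = enzyme wells lacking compound mixture and 100% = no-enzyme blank wells; some compounds called inactive have numbers as strong as hits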
* marks the source's active call; other numbers are inactive results; u = inconclusive; x = not tested or not shown. Cut-off read from the data, not from the text of the source, unless noted: active = inhibition above about 20% (passing the limit was not always enough); inactive = the rest. The list is partial; rates above refer to the full screens.

SMILES	CatS block	CatL inh	FXIIa mix inh	CatB inh	AP ELISA ortho	CatG inh	FXIa mix inh	CatB mix inh	C1s inh
COc1ccc(-c2csc(/C(C#N)=C(\O)CSc3nccn3C)n2)cc1OC	4	13	3	4	0	8	4	5	11
CC(C)(C)n1nc2c(c1NC(=O)c1ccco1)CS(=O)C2 (centres undefined)	-2	x	1	6	8	9	0	2	-26
C=CCn1c(=O)c(C(=O)NCCN(CC)CC)c(O)c2ccccc21	-3	-3	1	2	4	12	0	1	-25
CC12CCC(C(=O)NCC3CCCO3)(OC1=O)C2(C)C (centres undefined)	2	x	4	0	9	43	42*	2	45
C=CCn1c(N)c(C(=O)NCCC2=CCCCC2)sc1=S	-1	6	0	-1	10	9	4	3	9
CCOc1cc(C2CC(=O)Nc3cc(C)c(C)cc32)ccc1O (centres undefined)	15	42	10	-2	-12	15	4	1	-15
Cc1cc(C)c(NC(=O)CS(=O)CC(=O)N2CCN(c3ccc(F)cc3)CC2)c(C)c1 (centres undefined)	-10	11	3	3	-8	5	-1	0	-1
CCn1c(CSc2nncn2-c2ccc(OC)cc2)nc2cc(S(=O)(=O)N(C)C)ccc21	15	15	2	5	-2	1	2	-2	4
COCCNc1oc(-c2ccccc2Cl)nc1C#N	-8	-7	0	-1	20	11	3	1	-32
Cc1ccc(-c2c3c(=O)n(C)c(=O)n(C)c3cn2-c2ccccc2O)cc1	-8	4	2	5	14	2	-12	-2	-55
Cc1cc(Oc2ccc(Cl)cc2)nc(-c2ccccc2O)n1	-13	-16	-18	1	24	-9	-19	-14	-75
COc1ccc(-c2nn(C)c3sc(C(=O)NCc4ccco4)cc23)cc1OC	-6	-10	-18	-4	23	1	2	5	-5
O=C(OCn1nnc2ccccc2c1=O)C1=COCCO1	9	10	-16	3	10	-5	0	4	-83
COCCCNC(=O)C1CCN(c2nc(C)cc(C)n2)CC1	-12	-14	1	0	-1	11	8	1	0
COc1nc(OC)nc(N2CCC(NC(=O)C(Cc3ccc(C(C)C)cc3)NC(C)=O)CC2)n1 (centres undefined)	16	0	-14	2	7	15	5	5	12
CCOc1ccccc1Oc1cn[nH]c1-c1ccc(OC)cc1O	-1	0	13	0	7	9	5	2	16
CCOC(=O)c1csc(NC(=O)c2ccccc2)n1	10	15	-18	0	25	-1	22	27	-60
Cc1ccc(-n2c(C)cc(C3N=C(N)Nc4nc5ccccc5n43)c2C)c(C)c1 (centres undefined)	8	11	-4	3	11	15	6	4	-8
Cc1onc(-c2c(F)cccc2Cl)c1C(=O)NCc1cccs1	-2	1	4	3	-4	12	3	5	8
CC1NC(=O)N(C)C2NC(=O)N(C)C(c3ccccc3)C12 (centres undefined)	-7	-5	3	-2	4	-6	4	1	0
CCc1c(C(=O)NCc2cnn(C)c2)csc1C	10	19	-15	2	7	54	10	-1	11
CCN(CC)c1ccc(C(=S)N2CCN(c3ccccc3)CC2)cc1	7	27	4	-2	13	2	11	9	3
O=C(NCc1cccs1)C1CCCN(c2nc3ccccc3o2)C1 (centres undefined)	-2	6	-2	-5	-3	-7	0	-6	-36
Cc1nnc(SCC(=O)Nc2ccc3c(c2)OCO3)o1	2	10	4	-5	20	-7	-31	3	-56
CCOC(=O)N1CCC(NC(=O)c2cc(C(=O)NCc3ccc(F)cc3)ccc2CO)CC1	7	18	2	0	12	-4	0	6	-48
CCn1c(=S)sc2c(=O)n(-c3ccccc3)c(SC)nc21	-4	-9	5	-2	20	-3	5	5	-16
CCOC(=O)N1CCC(N2C(=O)c3ccccc3C2Nc2ccc(Cl)cn2)CC1 (centres undefined)	-2	x	-1	2	19	7	7	3	13
CCC(=O)N1CCc2cc(Br)cc(S(=O)(=O)NCC3CCCN3CC)c21 (centres undefined)	15	13	-18	3	5	9	-3	1	1
C/C(=C\c1ccco1)C1Nc2cccc3cccc(c23)N1	u	9	4	1	6	13	6	6	6
Cn1c(=O)c2c(ncn2CCCc2ccccc2)n(C)c1=O	-2	-3	7	-2	10	6	11	-5	3
CCOC(=O)c1cc2c(=O)n3cccc(C)c3nc2n(CCOC)c1=NC(=O)c1ccncc1	16	-13	2	-5	-3	11	7	5	5
COc1cc2c(C(=O)NCc3ccc4c(c3)OCO4)cn(C)c(=O)c2cc1OC	1	4	0	-7	14	15	20	21	11
CC(C)(C)NCCCCOc1ccccc1F	17	16	-16	2	4	14	10	5	13
C=CCSc1nnc(NC(=O)CSc2nc(CCC)cc(=O)[nH]2)s1	5	15	7	1	-4	-3	6	0	8
CC(C)[C@@H](C(=O)NCC1CCC(C(=O)O)CC1)n1nnc2ccccc2c1=O (some centres undefined)	-9	-1	9	2	-5	-13	0	1	-42
O=S1(=O)N=C(N2CCc3ccccc3C2)c2ccccc21	0	2	6	-3	3	-3	-6	0	-7
CCOc1ccc(C(=O)c2nc3c(n2O)CCCC3)cc1	5	16	6	-2	10	1	2	3	-25
COc1ccccc1CN1C(=O)[C@@H]2C(CC(N)=O)NC3(C(=O)Nc4c3ccc(Cl)c4C)[C@@H]2C1=O (some centres undefined)	9	-3	2	-1	7	1	9	6	-15
Cc1cccc(-n2c(O)c(C=Nc3c(C)n(C)n(-c4ccccc4)c3=O)c3ccccc3c2=O)n1	11	18	-8	-2	11	3	2	-4	-4
CCOc1ccccc1-c1nnc(SCC(=O)Nc2ccccc2)o1	0	-6	-2	2	-18	-14	2	1	-20
O=c1c2c3c(sc2nc2sc(C4CC4)nn12)CCCC3	24	15	1	-4	5	7	-4	0	-1
CCCc1cc(=O)[nH]c(SCC(=O)c2cc(C)n(CCOC)c2C)n1	5	10	6	2	-6	7	2	-4	15
O=C(NCCN1CCN(c2ccccc2F)CC1)C1CCCN(S(=O)(=O)c2cnc[nH]2)C1 (centres undefined)	-2	-7	4	-3	13	-2	5	-4	0
CN(c1ccc(OCC(=O)N2CCCCC2)cc1)S(=O)(=O)c1cccs1	8	x	7	-2	-5	19	8	-6	-38
CC1S/C(=C(\C#N)C(=O)NCc2ccco2)N(c2ccc(F)cc2)C1=O (centres undefined)	10	29	1	1	18	-1	3	-1	-1
CCOc1cc(C2C(C(=O)c3ccccc3)=C(C(=O)OC)Nc3nnnn32)ccc1O (centres undefined)	5	6	4	1	1	0	-2	27	3
COc1cccc(-n2c(SCC(N)=O)nc3c([nH]c4ccccc43)c2=O)c1	-7	8	3	7	8	6	-7	0	-34
CCOC(=O)N1CCN(c2c(N3CCN(c4ccccc4OC)CC3)c(=O)c2=O)CC1	5	37	9	3	0	-3	-7	0	-8
CCN(CC(=O)Nc1ccccc1OC)C(=O)C1CC2C=CC1C2 (centres undefined)	-4	10	6	0	10	5	-6	4	-8
CC(C)CCn1c(SCC(=O)OCn2nnc3ccccc3c2=O)nc2ccccc2c1=O	-3	18	0	0	13	-2	2	-6	-97
COc1cccc(C2CC(=O)NC3=C2C(=O)CCC3)c1 (centres undefined)	13	5	5	0	-2	6	8	3	-5
Cc1ccc2cccc(SCC(=O)NCc3ccco3)c2n1	-1	9	11	1	17	5	8	3	-23
O=c1oc2ccccc2n1CSC1=NCCS1	-5	-8	12	-3	3	1	8	-6	0
COc1cccc(C2=NOC(C(=O)N3CCc4ccccc4C3)C2)c1 (centres undefined)	10	10	1	3	5	11	2	-7	-4
O=C(NCc1cccnc1)C1CCCN(S(=O)(=O)c2ccc(Br)cc2)C1 (centres undefined)	-6	0	10	-1	1	-3	6	3	-13
O=c1c2c([nH]c3ccccc13)C(=C1CCCC1)CC2	8	11	1	-1	11	2	9	6	2
Cc1c(C(=O)NCCCN2CCOCC2)sc2nc(-c3ccc(F)cc3)cn12	21	7	5	-3	4	2	3	6	-4
COc1ccc(Cl)cc1NC(=O)CCn1cnc2ccccc2c1=O	-1	x	7	-2	8	-2	8	-3	-2
COCCn1cnnc1SCC(=O)c1ccc(S(=O)(=O)N2CCCC2)cc1	6	13	9	0	-10	-4	3	-1	-20
CCOC(=O)c1cc2c(ccn2C)n1CC(=O)N1CCN(c2ccccc2)CC1	8	-4	-18	-3	6	2	8	7	2

The listing continues.
SMILES	CatS block	CatL inh	FXIIa mix inh	CatB inh	AP ELISA ortho	CatG inh	FXIa mix inh	CatB mix inh	C1s inh
O=C(COC(=O)c1ccc2c(c1)OCO2)NC1CCS(=O)(=O)C1 (centres undefined)	-2	6	-28	-4	-5	0	8	4	0
COc1ccc(NC(=O)CN2CCC3(O)CCCCC3C2c2ccccc2OC)cc1 (centres undefined)	-26	2	-19	-4	27	-13	-30	-16	-43
CN1C(=S)SC(C)(NO)C1(C)C (centres undefined)	-6	7	7	1	2	6	-4	-10	-4
COc1ccccc1N1CCN(C(=O)C2CCC(Cn3c(=S)[nH]c4ccccc4c3=O)CC2)CC1 (centres undefined)	6	9	5	-1	9	17	-4	1	-23
C=CCNc1nc2c(c(=O)n(C)c(=O)n2C)n1CC	1	x	1	-3	17	40	22	-2	-7
CCCn1c(SCC(=O)NC(=O)Nc2ccc(C)cc2C)n[nH]c1=O	14	14	-17	6	-2	-10	4	3	-47
CCOC(=O)CSc1nc2ccccc2c(=O)n1C1CCCC1	3	21	1	1	11	-1	5	7	-2
CSc1ccc(C2C(C#N)=C(N)Oc3c2ccc(=O)c2c(C)oc(C)c32)cc1 (centres undefined)	11	12	1	4	4	2	-2	-6	-52
Cc1ccc(-n2[nH]c(C)c(/C=N/c3ccccn3)c2=O)cc1	-2	-1	17	-7	17	0	10	5	-24
Cc1ccc(NC(=O)C2CCCN(S(=O)(=O)c3ccc4c(c3)oc(=O)n4C)C2)nc1 (centres undefined)	-3	-4	4	0	8	9	7	3	17
CCOC(=O)CSc1nnc(CNC(=O)c2ccco2)n1C	1	3	-2	-8	13	0	5	7	1
COc1ccccc1NC(=O)Cn1c(=O)oc2ccccc21	4	21	0	1	7	0	-3	0	-2
COc1ccccc1NC(=O)CSc1ccc2nnc(-c3cccnc3)n2n1	2	0	3	-2	21	-1	9	-2	-4
CC(C)c1ccc2oc(-c3ccc(N)cc3)nc2c1	-5	x	3	-3	9	-5	9	1	-16
CCOC(=O)Cc1nnc(NC(=O)CSc2ccccc2)s1	-3	-17	1	-2	8	10	-4	-5	6
COc1ccc(OCc2cccc(C(=O)N3CCCC3)c2)cc1	14	9	-2	3	3	6	-3	-4	0
COc1cc(OC)c(C2CC(=O)N3CN(c4ccc(C)cc4)CSC3=C2C#N)cc1OC (centres undefined)	23	5	-12	0	1	1	23	1	-8
CC(=O)N1CCN(c2ccc(N=Cc3c(O)n(Cc4ccccc4)c(=O)[nH]c3=O)cc2)CC1	-4	1	4	-4	17	2	4	-2	-4

Two of the compounds above, field by field:
CCOC(=O)CSc1nnc(CNC(=O)c2ccco2)n1C
  CatS block: 1 | CatL inh: 3 | FXIIa mix inh: -2 | CatB inh: -8 | AP ELISA ortho: 13 | CatG inh: 0 | FXIa mix inh: 5 | CatB mix inh: 7 | C1s inh: 1
CC(C)c1ccc2oc(-c3ccc(N)cc3)nc2c1
  CatS block: -5 | CatL inh: x | FXIIa mix inh: 3 | CatB inh: -3 | AP ELISA ortho: 9 | CatG inh: -5 | FXIa mix inh: 9 | CatB mix inh: 1 | C1s inh: -16

Compound activity as filed in PubChem.
